TDP1 cell noCPT: qHTS for Inhibitors of human tyrosyl-DNA phosphodiesterase 1 (TDP1): qHTS in cells in absence of CPT; DT40 Tdp1-/- hTDP1 cells, no CPT, ATP luminescence, 48 h; Potency, µM (top dose mostly 46.2 µM), for inactives: at the top dose activity change, negative = growth inhibition, hits mostly inhibitors; 420,000 tested, 15% active; also: nearly all actives have a fitted effect of over 55% in size
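A cellular qHTS used chicken DT40 cells lacking endogenous Tdp1 but carrying stably transfected human TDP1. Compounds were applied without camptothecin, and cell growth kinetics were judged by ATP-dependent luminescence after ≥48 hr.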
KAT2A inh: blocks human GCN5L2 histone acetyltransferase; GCN5L2 HAT assay, ThioGlo1 CoA-SH fluorescence; Potency, µM (doses to about 58.9 µM), without a hit: at the highest dose activity change, negative = inhibition, actives largely listed as inhibitors; 390,000 tested, 0.21% active
Target sequence (Q92830 whole entry, looked up): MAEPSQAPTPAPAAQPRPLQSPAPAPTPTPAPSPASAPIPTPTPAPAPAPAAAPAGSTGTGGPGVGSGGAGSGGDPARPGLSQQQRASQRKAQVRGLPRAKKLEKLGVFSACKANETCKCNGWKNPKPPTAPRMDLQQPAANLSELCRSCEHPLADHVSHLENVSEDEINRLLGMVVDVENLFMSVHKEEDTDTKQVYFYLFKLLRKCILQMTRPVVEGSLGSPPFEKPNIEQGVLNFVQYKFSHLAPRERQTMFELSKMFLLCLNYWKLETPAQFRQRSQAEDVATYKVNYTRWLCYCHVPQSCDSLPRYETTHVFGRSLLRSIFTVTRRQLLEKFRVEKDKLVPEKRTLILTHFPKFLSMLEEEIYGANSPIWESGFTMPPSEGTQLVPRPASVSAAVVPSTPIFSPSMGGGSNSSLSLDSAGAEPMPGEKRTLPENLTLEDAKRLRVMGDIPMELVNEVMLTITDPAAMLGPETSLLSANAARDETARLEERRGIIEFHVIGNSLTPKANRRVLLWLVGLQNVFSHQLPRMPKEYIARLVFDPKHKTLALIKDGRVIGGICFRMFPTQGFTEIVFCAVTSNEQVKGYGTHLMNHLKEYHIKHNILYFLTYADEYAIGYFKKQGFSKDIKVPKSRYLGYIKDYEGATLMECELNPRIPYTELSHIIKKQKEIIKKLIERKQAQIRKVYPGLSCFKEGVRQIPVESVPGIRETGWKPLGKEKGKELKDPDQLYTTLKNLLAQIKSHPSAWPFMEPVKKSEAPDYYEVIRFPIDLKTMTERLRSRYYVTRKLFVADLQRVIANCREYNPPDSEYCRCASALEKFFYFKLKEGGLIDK
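Enzyme at 20nM final was mixed with library compounds for 15 min at room temperature. Peptide H3(1-25) at 75uM, acetyl-CoA at 70uM and ThioGlo1 at 50uM were then added. Plates were read immediately and after 20 min (Ex340nm/Em540nm).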
DT40 TDP1 CPT: DT40-hTDP1 cell growth loss with CPT; 420,000 tested, 12% active; Potency, µM (series often up to 46.2 µM), without a hit: at the highest dose activity change, negative = growth inhibition, most hits filed as inhibitors; chicken DT40 Tdp1-/-;hTDP1 cells + 20 nM CPT, ATP luminescence, 48 h; also: nearly all actives have a fitted effect of over 55% in size
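Chicken DT40 Tdp1-/- cells stably complemented with human TDP1 were seeded at 400 cells/well in medium containing 20 nM camptothecin, exposed to pin-transferred compounds, and grown at 37 °C for at least 48 hr. Viability was read as ATP luminescence.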
Numbers without * were called inactive; ? = inconclusive; . = no result given; [ ] = remark or other dose. Calls follow the shape of the dose curve; as a rule, active = well fitted curve in the direction sought with a large enough effect; inconclusive = small, poorly fitted or top-dose-only effect, or another doubt; inactive = no such curve, though single readings can be large; an effect the other way counts as inactive or inconclusive. % is scaled to controls: 0 for no effect and ±100 for the full control effect; potency is read from the fitted curve at half-maximal effect. The order is random, and some 18% of all compounds hit somewhere here.

# | molecule | TDP1 cell noCPT | KAT2A inh | DT40 TDP1 CPT
1 | COc1ccc(-c2cc(C(=O)N3CCN(c4ncccn4)CC3)c3ccccc3n2)cc1 | ? | -8% | ?
2 | CCCCCCCCNc1ncnc2[nH]ncc12 | 3.7µM* | . | 4.6µM*
3 | CCCCNC(=O)C1CCCN(S(=O)(=O)c2ccc(-n3cnnn3)cc2)C1 (configuration not stated) | -13% | 0% | -14%
4 | Cc1cccc(Oc2c(C=O)c3ccccc3n2C)c1 | ? | -24% | ?
5 | CCC(O)CNC(=O)c1cnn(-c2nccc(-c3cc(C)sc3C)n2)c1C1CC1 (configuration not stated) | ? | . | ?
6 | CCOc1cc(-c2cc(-c3ccc(C)cc3)nc(N)c2C#N)ccc1O | 21µM* | -10% | ?
7 | COc1cccc(NC(=O)CSc2nn3c(=O)c(C)nnc3s2)c1 | 16% | -1% | 3%
8 | CCCCOC(=O)Nc1cccc(C(=O)OCC)c1 | -18% | -7% | 1%
9 | Cc1ccsc1CN1CCc2nnc(CCNC(=O)c3ccc(F)cc3)n2CC1 | -10% | . | 5%
10 | COc1ccc(N2CCN(C(=O)c3cc(NC(C)=O)c4c(c3)ncn4CCc3ccccn3)CC2)cc1 | -19% | . | 4%
11 | COc1cccc(-c2nnc(NC(=O)c3cccc(F)c3)o2)c1 | 3.3µM* | -5% | 3.3µM*
12 | C[C@@H]1C=C(C(=O)NCc2nc3ccccc3[nH]2)O[C@H](OCCCCO)C1 | 5% | . | 2%
13 | CC(C)c1c(O)cc(-c2ccncc2)n(-c2ccc(Cl)cc2)c1=O | ? | 1% | ?
14 | Nc1nonc1C(=O)NCCNc1ccc([N+](=O)[O-])cc1 | -28% | -10% | 0%
15 | Cc1cc(C)nc(Nc2n[nH]c(COc3ccc4ccccc4c3)n2)n1 | -19% | -2% | -11%
16 | Cc1ccc(OCCn2c(=S)[nH]c3c(N)ncnc32)cc1 | -3% | -22% | 5%
17 | CC(C(=O)Nc1ccccc1Oc1ccccc1)c1ccccc1 (configuration not stated) | ? | -1% | -19%
18 | c1ccc(C[C@H]2CN=C(Nc3ccccc3)N2CCCC2CCCC2)cc1 | 16µM* | 4% | ?
19 | O=C(COC(=O)Cc1n[nH]c(=O)c2ccccc12)Nc1c(Br)cc([N+](=O)[O-])cc1Br | 6% | . | -21%
20 | CCOc1ccc(CNC(=O)c2nnc(CS(=O)(=O)c3ccccc3)o2)cc1OC | -24% | 4% | -4%
21 | CCC(C)Nc1nc2c(c(=O)n(C)c(=O)n2C)n1C (configuration not stated) | -9% | -2% | -14%
22 | CCNC(=S)Nc1ccccc1-c1ccccc1 | -13% | -7% | 0%
23 | COc1ccc(NC(=O)C/C(C)=N/NC(=O)c2cccs2)c([N+](=O)[O-])c1 | -16% | -8% | -8%
24 | CC1CCn2c(nc3cc(C(=O)NCc4ccc(OC(C)C)cc4)ccc32)C1 (configuration not stated) | 23µM* | -3% | ?
25 | Cn1ccnc1C(O)(c1ccccc1)c1ccccc1 | -2% | 10% | -12%

Shown as labelled records: four of the compounds above
16) Cc1ccc(OCCn2c(=S)[nH]c3c(N)ncnc32)cc1
  TDP1 cell noCPT: -3% | KAT2A inh: -22% | DT40 TDP1 CPT: 5%
17) CC(C(=O)Nc1ccccc1Oc1ccccc1)c1ccccc1 (configuration not stated)
  TDP1 cell noCPT: ? | KAT2A inh: -1% | DT40 TDP1 CPT: -19%
18) c1ccc(C[C@H]2CN=C(Nc3ccccc3)N2CCCC2CCCC2)cc1
  TDP1 cell noCPT: 16µM* | KAT2A inh: 4% | DT40 TDP1 CPT: ?
19) O=C(COC(=O)Cc1n[nH]c(=O)c2ccccc12)Nc1c(Br)cc([N+](=O)[O-])cc1Br
  TDP1 cell noCPT: 6% | KAT2A inh: . | DT40 TDP1 CPT: -21%

Five neighbouring entries already listed, for reference:
# | molecule | TDP1 cell noCPT | KAT2A inh | DT40 TDP1 CPT
21 | CCC(C)Nc1nc2c(c(=O)n(C)c(=O)n2C)n1C (configuration not stated) | -9% | -2% | -14%
22 | CCNC(=S)Nc1ccccc1-c1ccccc1 | -13% | -7% | 0%
23 | COc1ccc(NC(=O)C/C(C)=N/NC(=O)c2cccs2)c([N+](=O)[O-])c1 | -16% | -8% | -8%
24 | CC1CCn2c(nc3cc(C(=O)NCc4ccc(OC(C)C)cc4)ccc32)C1 (configuration not stated) | 23µM* | -3% | ?
25 | Cn1ccnc1C(O)(c1ccccc1)c1ccccc1 | -2% | 10% | -12%

Further compounds:
26: Cc1ccc(C(=O)NNC(=O)C2CSC3(C)CCC(=O)N23)cc1 (configuration not stated)
27: Cc1cc2cc(C(=O)N3CCc4c([nH]c5ccccc45)C3c3ccccn3)ccc2o1 (configuration not stated)
28: CCOC(=O)/C(C#N)=C\c1ccc(N2CCN(C)CC2)cc1
29: CCCCCCc1cc2cc(-c3nnc(-c4cccc(Cl)c4)o3)c(=O)oc2cc1O
30: O=c1c2oc3ccccc3c2n(Cc2ccc(Cl)cc2)c(=O)n1Cc1ccco1
31: Cc1c(NC(=O)c2cccc3c(Cl)cccc23)cccc1-c1nc2ccccc2o1
32: CN1CCCN(C(=O)C2CCCCC2)CC1
33: CCOc1cccc(NC(=O)C2CC(=O)N(C)C2)c1 (configuration not stated)
assay / entry | 26 | 27 | 28 | 29 | 30 | 31 | 32 | 33
TDP1 cell noCPT | 2% | 18µM* | -4% | 1% | -17% | 21µM* | 8% | 2%
KAT2A inh | -3% | -22% | -15% | 2% | 1% | -10% | 3% | -5%
DT40 TDP1 CPT | 18% | ? | 8% | 11% | -11% | 15µM* | 10% | 2%

34: C=CCNc1nc2c(c(=O)[nH]c(=O)n2C)n1Cc1cccc(C)c1
35: O=C(CC12CC3CC(CC(Br)(C3)C1)C2)NC1=NCCS1
36: CCOc1ccc(OCC)c(NC(=O)C2CCCN(c3nc(C)cc(C)n3)C2)c1 (configuration not stated)
37: COc1ccc(F)cc1S(=O)(=O)n1nnc2ccccc21
38: O=C(NCc1ccc2c(c1)OCO2)c1ccccn1
39: Cc1ccc(-c2ccc(S(=O)(=O)Nc3cccnc3)cc2)cc1
40: Cc1ccc(NC(=O)c2nnn(Cc3ccccc3)c2N)cc1C
41: CCOc1ccc(Nc2nc(Cc3nnc(SCC(=O)c4ccc(C)cc4)o3)cs2)cc1
42: O=C(CSc1nnnn1C1CCCC1)N1CCOCC1
43: COc1ccc(N2CCN(C(=O)C(OC(C)=O)c3ccccc3)CC2)cc1 (configuration not stated)
assay / entry | 34 | 35 | 36 | 37 | 38 | 39 | 40 | 41 | 42 | 43
TDP1 cell noCPT | ? | -5% | 21µM* | ? | 24% | ? | 7% | ? | 2% | ?
KAT2A inh | 1% | -5% | -9% | -5% | 0% | -28% | -1% | -7%[0.501 µM] | -2% | 0%
DT40 TDP1 CPT | ? | 0% | 23µM* | ? | 0% | ? | 4% | ? | 15% | -10%

Bioassay records as filed in PubChem BioAssay.
